Compound activity as filed in PubChem.
tuberculosis growth = growth inhibition of non-replicating M. tuberculosis (AID 488890); Mycobacterium tuberculosis non-replicating, growth inhibition; higher % means a stronger effect; one-dose inhibition, % at 25 µM; IC50 in µM for titrated hits; 0.39% of 320,000 active; in the data active means a potency from the dose series; inconclusive means inhibition mostly from about 82% at the one dose, without a potency; inactive means the rest, 99 in 100 with inhibition below about 76%;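 further: plate controls were DMSO cells for no effect and high antibiotic wells for full effect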
influenza NS1A = H1N1 influenza NS1A inhibitors, functional cell based assay (AID 504329) | inhibition, % at 12.5 µM; hits with a dose series show IC50 in µM | 0.3% of 340,000 active | NS1A functional cell-based assay, percent inhibition; higher % means a stronger effect; in the data active means a potency from the dose series; inconclusive means inhibition above about 27% without an active follow-up result; further: strong numbers were not always called active
M. tuberculosis HTS = M. tuberculosis growth inhibition, HTS (AID 449762). 0.59% of 330,000 active. M. tuberculosis H37Rv growth inhibition, 7H9 media; higher % means a stronger effect. inhibition, % at 25 µM, or IC50 in µM where a hit was titrated; in the data active means a potency from the dose series; inconclusive means inhibition above about 70% without an active follow-up result;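 further: bacterial growth assessed after seven days of incubation; strong numbers were not always called active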
VEEV TC-83 Vero = inhibitors of VEEV TC-83 cytopathic effect, confirmation, Vero cells (AID 588727). Vero cells, VEEV TC-83 cytopathic effect inhibition; higher % means a stronger effect. one-dose inhibition, % at 20 µM; IC50 in µM for titrated hits. 0.13% of 350,000 active; in the data active means a potency from the dose series; inconclusive means inhibition mostly from about 14% at the one dose, without a potency; inactive means the rest, 99 in 100 with inhibition below about 12%; further: strong numbers were not always called active
Salmonella PhoP GFP = Inhibition of PhoP regulon, Salmonella typhi GFP reporter cells, confirmation, 4 h (AID 1850) | Salmonella Typhi PhoP-promoter GFP reporter, fluorescence, 4 h; higher % means a stronger effect | inhibition, % at 50 µM, or IC50 in µM where a hit was titrated | 0.33% of 310,000 active; in the data active means a potency from the dose series; inconclusive means inhibition mostly from about 25% at the one dose, without a potency; inactive means the rest, 99 in 100 with inhibition below about 19%;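 further: 0% = induced wells with vehicle and 100% = uninduced wells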
VEEV TC-83 Vero 10K pilot screen = recorded beside VEEV TC-83 Vero, whose call it bears; inhibition, %; measured here: 10K pilot screen inhibition
The depositor's hits bear a star; i = inactive; ? = inconclusive; nt = no result given.

SMILES | tuberculosis growth | influenza NS1A | M. tuberculosis HTS | VEEV TC-83 Vero | Salmonella PhoP GFP | others
Cc1cccc(Nc2nc3c(c(=O)n(C)c(=O)n3C)n2Cc2ccccc2)c1 | nt | -3% | nt | 0.3% | nt
N#Cc1ccccc1S(=O)(=O)N1CCN(CC(O)CN2CCOCC2)CC1 (centres undefined) | -6% | -10% | -10% | 1.3% | nt
CCCOn1nnnc1-c1ccccc1 | 2% | 9% | -8% | 0.7% | 8%
CCc1ccc(NS(=O)(=O)c2ccc3c(c2)CCN3C(=O)CCC(=O)O)cc1 | 13% | 1% | 3% | 2.7% | 1%
CCc1cc(C(=O)N2CCc3c([nH]c4ccccc34)C2c2ccc(OC)cc2F)no1 (centres undefined) | 16% | 6% | ? | 1.7µM* | -4%
CCOC(=O)c1c(-c2ccc(C)o2)csc1NC(=S)NC(=O)c1ccccc1Br | 27% | 20% | -1% | i | -4%
CC(=O)Nc1ccc(NC(=O)CSc2ccc(C(F)(F)F)cc2[N+](=O)[O-])cc1 | -9% | 2% | -7% | i | 1%
CCOC(=O)C1=C(N)N(c2ccccc2Oc2ccccc2)C(=O)C1 | 15% | -3% | -2% | 0.8% | 1%
COc1cccc(N2CCN(C(=O)CCc3nnc4ccc(N5CCCC5)nn34)CC2)c1 | 19% | 2% | 6% | 4.8% | 4%
COc1ccc(Oc2cnn(-c3ccccc3)c(=O)c2Br)cc1 | 69% | 2% | 3% | 4.2% | -1%
CC(C)(O)C#Cc1ccc(C(=O)Nc2ccc3c(c2)OCO3)s1 | 6µM* | 0% | 1.6µM* | 3.0% | -5%
COc1ccc(NC(=O)COC(=O)c2cnccn2)cc1Cl | nt | 9% | -13% | 0.5% | -3%
CC1=NNC(=O)/C1=C\c1cn(-c2ccccc2)nc1-c1ccc(F)cc1 | nt | 2% | nt | 7.1% | nt
c1ccc(-c2csc3ncnc(NCC4COc5ccccc5O4)c23)cc1 (centres undefined) | 39% | 0% | 3% | 10% | -11%
O=C(NCCc1ccccc1)C1CCN(S(=O)(=O)c2ccc(Br)s2)CC1 | -15% | 8% | -10% | i | -7%
COc1cccc(NC(=O)CSc2nc(=O)n(Cc3ccncc3)c3c2CCCC3)c1 | -10% | -8% | -7% | 8.3% | 8%
Cc1cc(C)cc(NC(=O)c2ccc3nc[nH]c3c2)c1 | 9% | 4% | 11% | 2.7% | -3%
O=C(CCc1nnc2ccc(N3CCC4(CC3)OCCO4)nn12)N1CCCCC1 | 1% | -8% | -5% | 1.8% | 1%
CC(C)(C)c1ccc(/C=C/C(=O)NCCCN2CCOCC2)cc1 | 11% | 3% | -1% | 1.2% | -7%
Nc1nnc(-c2cccnc2)s1 | 5% | 1% | -6% | 0.1% | 2%

The closing three compounds of the part before open the next one.
SMILES | tuberculosis growth | influenza NS1A | M. tuberculosis HTS | VEEV TC-83 Vero | Salmonella PhoP GFP | others
O=C(CCc1nnc2ccc(N3CCC4(CC3)OCCO4)nn12)N1CCCCC1 | 1% | -8% | -5% | 1.8% | 1%
CC(C)(C)c1ccc(/C=C/C(=O)NCCCN2CCOCC2)cc1 | 11% | 3% | -1% | 1.2% | -7%
Nc1nnc(-c2cccnc2)s1 | 5% | 1% | -6% | 0.1% | 2%
CCOC(=O)C1CCN(C(=O)COC(=O)c2cccc(F)c2)CC1 | 62% | -5% | 0% | 0.1% | 4%
COc1ccc(C2=NN(c3ccccc3)C(c3cn(CCC(=O)O)nc3-c3ccccc3)C2)cc1 (centres undefined) | 2% | -8% | -8% | 0.1% | 1%
COc1ccc(Cc2nc3ccccc3n2C)cc1 | 8% | -6% | -2% | i | 6%
Cc1ccc(N(C(=O)c2ccc(S(=O)(=O)N3CCOCC3)cc2)C2C=CS(=O)(=O)C2)cc1C (centres undefined) | -11% | -10% | 3% | 1.6% | -6%
CC1(C)NC(=O)N(CC(=O)OCC(=O)Nc2c(Br)cc([N+](=O)[O-])cc2Br)C1=O | nt | -1% | nt | 0.8% | nt
CCOc1ccccc1OCCCC(=O)ON=C(N)c1ccccc1 | 1% | -17% | -5% | 0.4% | nt
O=C(CS(=O)(=O)c1ccc(F)cc1)NCc1ccccc1 | -6% | -5% | 6% | 1.1% | -1%
CC(=O)NC(O)C(=O)c1ccco1 (centres undefined) | 64% | 4% | -6% | i | 5%
O=C(N/N=C/c1c[nH]c2ccccc12)c1ccc(O)c(O)c1 | -16% | 5% | 12% | 1.2% | 0%
Cc1ccc(-c2c(C)n([O-])c3c([n+]2=O)CCC3)cc1 | 22% | 16% | -2% | 0.2% | -3%
CCn1c(SCC(=O)c2cc(OC)ccc2OC)nnc1C(C)C | 13% | 3% | -5% | 4.9% | 7%
O=C(COc1ccc(Cl)cc1)NNC(=S)NCc1ccccc1 | -2% | 9% | -3% | ? | 10%
CCOc1ccc(OCC)c(NC(=O)Nc2ccc3c(c2)N(C)C(=O)CS3)c1 | nt | 1% | 5% | 8.1% | -12%
CCN(C(=O)Cn1c(=O)oc2cc(S(=O)(=O)N3CCCC3)ccc21)c1ccc(OC)cc1 | -1% | 2% | -1% | 2.6% | -13%
CCCCn1c(=O)c(Cc2ccccc2)c(O)c2ccccc21 | 8% | 2% | 4% | 3.0% | -3%
COc1cccc(N(C(=O)c2nc3nccc(C)n3n2)c2nc3ccccc3s2)c1 | 17% | -8% | 7% | 5.3% | 11%
Cn1ncc([N+](=O)[O-])c1C(=O)NCc1ccccc1 | -5% | 1% | 13% | 1.5% | 4%
COc1ccccc1C(=O)Nc1nc2ccccc2s1 | 23% | -3% | 8% | 1.6% | 8%
CC(=O)Nc1ccc(C(=O)OCC(=O)N(C)C2CCCCC2)cc1 | 13% | -3% | 1% | 0.0% | -18%
N#CCSc1nc(Nc2ccc3c(c2)OCO3)c2ccccc2n1 | 4% | -4% | -2% | 0.1% | 2%
COc1ccc(NC(=O)Cn2nnc(-c3ccccc3F)n2)cc1Cl | -8% | 11% | -6% | 1.6% | 8%
Cc1cc(-c2ccco2)n2c(nc3ccccc32)c1C#N | -7% | -5% | -1% | 3.4% | -9%
CC(=O)c1cn(CC(=O)Nc2ccccc2)c2ccccc12 | 4% | 18% | 4% | 1.9% | 0%
C=CCC[C@@H](Cc1ccc(F)cc1)C(=O)OC[C@H](Cc1c[nH]c2ccccc12)NC(=O)[C@H](CC=C)CC(=O)NCCO | 31% | -7% | 7% | i | nt
CCN(CC(=O)Nc1c(F)cccc1F)C(=O)c1nc2nc(C)cc(C)n2n1 | nt | 2% | nt | 0.7% | nt
CN(C)c1ccc(N=Nc2ccccc2Br)cc1 | 25% | 17µM* | 61% | 1.2% | 9%
Cc1ccc(S(=O)(=O)N2CCN(C)CC2c2ccccc2)cc1 (centres undefined) | 22% | -1% | -2% | 2.4% | nt
CC(/C=N/n1c(-c2cccnc2)n[nH]c1=S)=C\c1ccccc1 | -2% | 6% | -16% | 1.8% | 0%
O=C(NN=C1CCCCCCCCCCC1)c1ccncc1 | 72% | 8% | ? | 0.7% | -9%
Cc1cc(Cl)ccc1OCC(=O)Nc1ccccc1NS(=O)(=O)c1cccs1 | 0% | -35% | 6% | 1.7% | -1%
O=C(Nc1ccc2c(c1)OCCO2)c1cccnc1Oc1ccccc1 | 7% | 10% | -6% | 0.1% | -1%
CC(NS(=O)(=O)c1ccc(Cl)cc1)C(=O)NCCC1=CCCCC1 (centres undefined) | 19% | 1% | -6% | 2.0% | 7%
CSc1nsc(SC)c1NC(=O)OC1CCCCC1 | 19% | -2% | -10% | 0.4% | 0%
Cn1nc(C(F)(F)F)c(-c2ccccc2)c1NC(=O)CCC(=O)O | -18% | nt | -5% | i | 2%
COc1cccc(C(=O)N(Cc2cccs2)C2CCS(=O)(=O)C2)c1 (centres undefined) | -8% | 0% | -6% | 2.3% | -5%
O=C(COc1ccccc1F)Nc1cc(S(=O)(=O)N2CCOCC2)ccc1N1CCOCC1 | 9% | 7% | -2% | 5.4% | -2%
O=C(Nc1cccc(NC(=O)c2nccc3ccccc23)c1)c1ccco1 | -5% | 0% | 5% | 8.6% | 10%
CC1CC(C)(C)NC(=S)N1CCC(=O)N1CCN(Cc2ccccc2)CC1 (centres undefined) | -7% | -1% | 0% | 1.8% | 9%
O=c1cc(Cl)[nH]c(=O)n1Cc1ccccc1 | 1% | 24% | -1% | i | 5%
CCCC(=O)Nc1cc(C(=O)N2CCC3(CC2)OCCO3)ccc1S(=O)(=O)c1ccc(C)cc1 | 4% | 19% | 6% | 0.5% | -8% | VEEV TC-83 Vero 10K pilot screen=0.5
O=C(Nc1ccc(N2CCOCC2)cc1)c1cccc(-n2cnnc2)c1 | -13% | -1% | -12% | 2.8% | -12%
CCOC(=O)C1=C(COC(=O)c2ccc(OC(C)C)cc2)NC(=O)NC1C (centres undefined) | 0% | -2% | -9% | 10% | 6%
CCc1nc(NCCC(C)C)c2nnn(Cc3ccccc3)c2n1 | -2% | -4% | 11% | 3.4% | -8%
Cc1ccc(S(=O)(=O)N(CC2CO2)c2ccccc2[N+](=O)[O-])cc1 (centres undefined) | 7% | 0% | 1% | 8.0% | -3%
COc1ccc(/C=C(\NC(=O)c2ccc([N+](=O)[O-])cc2)C(=O)NCCCn2ccnc2)cc1 | -3% | -4% | -2% | 2.8% | 4%
N=c1c(S(=O)(=O)c2ccc(Br)cc2)cc2c(=O)n3ccccc3nc2n1Cc1ccco1 | 0% | -6% | -4% | 1.9% | -3%
COc1cccc(CC(=O)N2CCC(n3nccc3NC(=O)C3CC3)CC2)c1 | -9% | -6% | -2% | 5.2% | -5%
COc1ccc(C2Oc3ccccc3N2C(C)=O)cc1 (centres undefined) | 2% | 2% | -17% | 1.4% | -6%
COc1ccc(NC(=O)c2ccc(=O)[nH]c2)cc1S(=O)(=O)N1CCOCC1 | nt | 0% | nt | 2.7% | nt
CCN(CC(=O)Nc1ccccc1C(F)(F)F)CC(=O)NC1CC1 | -9% | -2% | -3% | 0.6% | nt

The list goes on, overlapping the part above by three compounds.
SMILES | tuberculosis growth | influenza NS1A | M. tuberculosis HTS | VEEV TC-83 Vero | Salmonella PhoP GFP | others
COc1ccc(C2Oc3ccccc3N2C(C)=O)cc1 (centres undefined) | 2% | 2% | -17% | 1.4% | -6%
COc1ccc(NC(=O)c2ccc(=O)[nH]c2)cc1S(=O)(=O)N1CCOCC1 | nt | 0% | nt | 2.7% | nt
CCN(CC(=O)Nc1ccccc1C(F)(F)F)CC(=O)NC1CC1 | -9% | -2% | -3% | 0.6% | nt
CN(C1CCCC1)C1CCN(C(=O)CNC(=O)/C=C/c2cccc(C(F)(F)F)c2)CC1 | -5% | -1% | -6% | 0.2% | 1%
COc1ccc(C(=O)COC(=O)C(CC(C)C)N2C(=O)c3ccccc3C2=O)cc1 (centres undefined) | -2% | 0% | -8% | 0.5% | -4%
CCN1CCCC1CNC(=O)c1cc2c(=O)n(C)c3ccccc3c2n1C (centres undefined) | 49% | -4% | -2% | 0.7% | -3%
COC(=O)c1ccccc1S(=O)(=O)N1CCC(C(=O)OCC(=O)NC2CCCCC2C)CC1 (centres undefined) | 5% | -24% | 5% | 0.8% | nt
CCCCn1c(N)c(N(CCOC)C(=O)COC(=O)c2cc(CCC)c(C)s2)c(=O)[nH]c1=O | 6% | -4% | 1% | 1.9% | -10%
C=CCNC(=O)CSc1ccc(Cl)cc1 | 74% | 0% | -3% | 1.1% | -2%
Cc1nn2c(NCCCn3ccnc3)cc(C(C)C)nc2c1-c1ccccc1 | 76% | 4% | ? | 6.1% | -1%
CC(C)NC(=O)N(C)C[C@@H]1Oc2ccc(NC(=O)CCN3CCOCC3)cc2CC(=O)N([C@@H](C)CO)C[C@@H]1C | 1% | 7% | 1% | 0.3% | nt
CC(C)Oc1cc(NC(=O)CSCC(=O)Nc2cccc(C(F)(F)F)c2)c(Cl)cc1Cl | -20% | -6% | 4% | 0.4% | -1%
O=C(COC(=O)C1=COCCO1)Nc1ncc(Cl)cc1Cl | -12% | -8% | 65% | 0.4% | 5%
CN(C)/C=C/C(=O)c1cnc(-c2ccccc2)s1 | 29% | -14% | -7% | 1.9% | -9%
CCOC(=O)c1nnc(-c2ccc(C)cc2)nc1Sc1ccccc1Cl | 70% | 8% | 14% | 4.5% | -7%
CCOC(=O)C1CCN(C(=O)CN(c2cc(OC)ccc2OC)S(=O)(=O)c2ccccc2)CC1 | 10% | -18% | 1% | 0.6% | 4%
C/C(CC(=O)Nc1cccc(C(F)(F)F)c1)=N\NC(=O)C1CCCCC1 | -27% | 6% | 8% | 0.0% | -8%
